Screening data as filed in PubChem.
All columns: NCI-60 one-dose screen, growth in % after 48 h at 10 µM unless noted; 100 = growth as untreated, 0 = no growth, -100 = all killed.
HS 578T: HS 578T breast cancer; 78,000 tested, 4.1% active
MDA-MB-231: MDA-MB-231 breast cancer. 81,000 tested, 5% active. AID 1794789
LOX IMVI: LOX IMVI melanoma; AID 1794757; 79,000 tested, 7.4% active
MDA-MB-468: MDA-MB-468 breast cancer | 78,000 tested, 8.5% active | AID 2202374
T-47D: T-47D breast cancer; 79,000 tested, 5% active; AID 1794792
BT-549: BT-549 breast cancer; 78,000 tested, 4.4% active; AID 1794793
MCF7: MCF7 breast cancer; 82,000 tested, 6.3% active
MALME-3M: MALME-3M melanoma; 78,000 tested, 5.8% active
* = called active by the depositor; . = no result given; & = joins results of further samples. Rule for the calls: active = growth percent below 10; inactive = the rest.

# | compound | HS 578T | MDA-MB-231 | LOX IMVI | MDA-MB-468
1 | NC(N)=NC(=O)Cc1c(Cl)cccc1Cl | 106 | 98 | 96 | 110
2 | O=C(/C=C/c1ccc(Cl)nc1)c1ccc(Cl)cc1Cl | 110 | 107 | 6.5* | 91
3 | CCCCOc1ccc(CC(=O)NO)cc1 | 99 | 102 | 81 | 91
4 | O=C(/C=C/c1ccc(Cl)cc1Cl)c1ccc(Cl)c(Cl)c1 | 95 | 99 | 102 | 105
5 | COc1cc(OC)c(/C=C/S(=O)(=O)Cc2ccc(OC)c(NCC(=O)O)c2)c(OC)c1 | . | 40 | 16 | -4.6*
6 | C=C1c2cccc(O)c2C(O)=C2C(=O)[C@]3(O)C(O)=C(C(N)=O)C(=O)[C@@H](N(C)C)[C@@H]3[C@@H](O)[C@H]12 | 86 | 102 | 86 | 94
7 | Cn1cc(C(=O)c2nc(-c3cn(C)c4ccc(F)cc34)no2)c2ccccc21 | 86 | 98 | 98 | 123
8 | COc1cc(Nc2ncc3c(n2)-c2ccc(Cl)cc2C(c2c(F)cccc2OC)=NC3)ccc1C(=O)O | . | 70 | 36 | 62

# | T-47D | BT-549 | MCF7 | MALME-3M
1 | 109 | 104 | 98 | 104
2 | 92 | 110 | 17 | 105
3 | 72 | 98 | 91 | .
4 | 78 | 108 | 72 | 97
5 | 53 | 6.0* | 13 | 55
6 | 92 | 97 | 93 | 78
7 | 86 | 107 | 41 | 68
8 | 80 | 63 | 42 | 72

Additional structures
# | compound | HS 578T | MDA-MB-231 | LOX IMVI | MDA-MB-468
9 | O=C(Nc1ccc(OCc2cccc(Cl)c2)cc1)c1ccc2nc(NC(=O)c3ccc(NCCc4ccccc4)c([N+](=O)[O-])c3)sc2c1 | 97 | 76 | 100 | 99
10 | CC(/C=C/c1ccccc1)=N\OCC(N)=O | 104 | 105 | 93 | 105
11 | CCCCCCCC/C=C\CCCCCCCC(=O)O | 115 | 124 | 102 | 122
12 | CCOC(=O)C(C)O/N=C(C)/C=C/c1ccc(Cl)cc1 (centres undefined) | 103 | 108 | 101 | 100
13 | C#C[C@]1(O)CCC2C3CCC4=CC(=O)CC[C@@H]4C3CC[C@@]21CC (some centres undefined) | 101 | 116 | 104 | 112
14 | CN(C)/C(N)=N/C(=N)N | 95 | 101 | 95 | 106
15 | COc1ccccc1OCCNCC(O)COc1cccc2[nH]c3ccccc3c12 (centres undefined) | 93 | 45 | 71 | 79
16 | CC[C@]1(O)C[C@@H]2CN(CCc3c([nH]c4ccccc34)[C@@](C(=O)OC)(c3cc4c(cc3OC)N(C)[C@H]3[C@@](O)(C(=O)OC)[C@H](OC(C)=O)[C@]5(CC)C=CCN6CC[C@]43[C@@H]65)C2)C1 | 16 | -15* | 15 | 20

# | T-47D | BT-549 | MCF7 | MALME-3M
9 | 78 | 94 | 85 | 103
10 | 87 | 106 | 97 | 99
11 | 99 | 102 | 108 | 99
12 | 95 | 111 | 91 | 106
13 | 99 | 100 | 115 | 111
14 | 94 | 108 | 96 | 97
15 | 86 | 88 | . | 87
16 | 69 | . | 11 | 41

Next results follow.
# | compound | HS 578T | MDA-MB-231 | LOX IMVI | MDA-MB-468
17 | COc1ccc(C2=NN(c3ccc(S(N)(=O)=O)cc3)C(c3ccccc3)C2)c(OC)c1 (centres undefined) | 110 | 55 | 94 | 73
18 | NC(=O)C[C@H](N)C(=O)O | 99 | 96 | 98 | 100
19 | O=C(O)C1(Cc2cccc(Nc3nccs3)n2)CCC(Oc2cccc(Cl)c2F)CC1 (centres undefined) | . | 78 | 75 | 33
20 | Cn1c(NC(=O)CN2CCN(c3cc4c(cc3F)c(=O)c(C(=O)O)cn4C3CC3)CC2)cc(=O)n(C)c1=O | 98 | 99 | 100 | 98
21 | CC(O)CC(=O)O (centres undefined) | 97 | 104 | 97 | 102
22 | Cn1cc(-c2nnc(-c3cn(C)c4ncccc34)o2)c2cc(Br)ccc21 | 89 | 70 | 96 | 103
23 | CC(C)n1nc(-c2ccc3oc(N)nc3c2)c2c(N)ncnc21 | -36* | -15* | -16* | -34*
24 | CCCOC(=O)c1ccc(O)cc1 | 96 | 106 | 96 | 108

# | T-47D | BT-549 | MCF7 | MALME-3M
17 | 79 | 68 | 85 | 83
18 | 106 | 137 | 97 | 109
19 | 51 | 84 | 47 | 77
20 | 108 | 73 | 97 | 94
21 | 111 | 98 | 100 | 95
22 | 69 | 97 | 82 | 92
23 | -36* | -24* | -4.2* | -41*
24 | 99 | 98 | 109 | 115

Whole records, looked up by structure. Order of values: HS 578T	MDA-MB-231	LOX IMVI	MDA-MB-468	T-47D	BT-549	MCF7	MALME-3M
O=C(O)C1(Cc2cccc(Nc3nccs3)n2)CCC(Oc2cccc(Cl)c2F)CC1 (centres undefined) reads .	78	75	33	51	84	47	77
CC(O)CC(=O)O (centres undefined) reads 97	104	97	102	111	98	100	95

Later entries.
# | compound | HS 578T | MDA-MB-231 | LOX IMVI | MDA-MB-468
25 | NCCCC[C@H](N)C(=O)O | 105 | 107 | 101 | 106
26 | CCn1cc(C(=O)O)c(=O)c2cc(F)c(N3CCNCC3)nc21 | 98 | 87 | 90 | 101
27 | Cc1cc(C)cc(OCC2CNC(=O)O2)c1 (centres undefined) | 92&102 | 105&106 | 106&101 | 98&95
28 | CCc1nc(-c2cccc(C)c2)c(-c2ccnc(NC(=O)c3ccccc3)c2)s1 | 103 | 91 | 86 | 60
29 | COc1ccc(/C=C/C(=O)O)cc1 | 108 | 109 | 108 | 104
30 | CCCC[C@@H](CC)COC(=O)c1ccccc1O | . | 105 | 89 | 82
31 | O=C(Nc1ccc(OCc2ccc(Cl)cc2)cc1)c1ccc2nc(NS(=O)(=O)c3ccc4ccccc4c3)sc2c1 | 98 | 91 | 95 | 102
32 | O=C(NC[C@H](O)CO)c1ccncc1Nc1ccc(I)cc1F | . | 30 | 25 | 103

# | T-47D | BT-549 | MCF7 | MALME-3M
25 | 111 | 113 | 105 | 108
26 | 96 | 135 | 99 | 99
27 | 102&104 | 112&105 | 91 | 101&101
28 | 50 | 83 | 81 | 96
29 | 105 | . | 101 | 127
30 | 88 | 88 | 95 | 113
31 | 100 | 102 | 89 | 96
32 | 48 | 88 | 49 | -7.3*

Next part:
# | compound | HS 578T | MDA-MB-231 | LOX IMVI | MDA-MB-468
33 | CC(=O)Nc1ncc([N+](=O)[O-])s1 | 104&97&109 | 106&117&96 | 94&103&99 | 95&99&104
34 | COc1ccc(-c2cnc3c(-c4cccc5ncccc45)cnn3c2)cc1 | 25 | -1.9* | 72 | 57
35 | Nc1c2ccccc2nc2ccccc12 (tested in a mixture with another compound) | 43 | 16 | 4.9* | -19*
36 | COc1c(O)cc2c(c1O)[C@H]1O[C@H](CO)[C@@H](O)[C@H](O)[C@@H]1OC2=O | 108 | 89 | 94 | 109
37 | Cn1c(=O)n(-c2ccc(C(C)(C)C#N)cc2)c2c3cc(-c4cnc5ccccc5c4)ccc3ncc21 | . | 20&19 | 2.9* | -48*
38 | OCc1ccccn1 | 106 | 114 | 102 | 100
39 | CC(C)(CO)C(O)C(=O)NCCCO (centres undefined) | 118&113&98 | 115&111&103 | 98&93&105 | 110&97&101
40 | C[C@@H](N)c1ccc(C(=O)Nc2ccnc3[nH]ccc23)cc1 | . | 50 | 46 | 49

# | T-47D | BT-549 | MCF7 | MALME-3M
33 | 105&106&116 | 96&115&109 | 85&91&111 | 122&99&117
34 | 46 | 37 | 72 | 15
35 | 29 | 57 | . | 27
36 | 98 | 99 | 107 | 105
37 | -4.1* | -15* | -3.9* | -15*
38 | 107 | 103 | 95 | 115
39 | 105&120&94 | 112&120&124 | 112&109&92 | 132&115&96
40 | 62 | 14 | 43 | 75

Additional records follow:
# | compound | HS 578T | MDA-MB-231 | LOX IMVI | MDA-MB-468
41 | O=C(Nc1ccc(Oc2ccc(Cl)c(F)c2)cc1)c1ccc2nc(NC(=O)c3ccc(NCCc4ccccc4)c([N+](=O)[O-])c3)sc2c1 | 88 | 71 | 109 | 89
42 | O=C(O)/C=C/c1ccc(O)cc1 | 100 | 90 | 99 | 110
43 | O=C(Nc1ccc(Cl)c(C(F)(F)F)c1)Nc1ccc2nc(NS(=O)(=O)c3ccc4ccccc4c3)sc2c1 | 80 | 82 | . | 130
44 | NC(N)=NCCCC(N)C(=O)O (centres undefined) | 122&100&108&76&107&127 | 105&100&108&116&114&108 | 108&92&103&103&94&97 | 110&102&99&104&106&92
45 | COC(=O)C(C)(C)C1Oc2ccc(F)cc2C(=O)/C1=C\NS(=O)(=O)c1ccc(C)cc1 (centres undefined) | 107 | 104 | 93 | 102

# | T-47D | BT-549 | MCF7 | MALME-3M
41 | 69 | 91 | 80 | 103
42 | 102 | 101 | 110 | 165
43 | . | 96 | 83 | 80
44 | 109&110&95&99&97&94 | 112&122&88&101&104&101 | 100&111&104&91&100&90 | 117&113&97&112&107&105
45 | 86 | 91 | 100 | 95

A draw from above in order of molecular weight, ascending.
# | compound | HS 578T | MDA-MB-231 | LOX IMVI | MDA-MB-468
42 | O=C(O)/C=C/c1ccc(O)cc1 | 100 | 90 | 99 | 110
44 | NC(N)=NCCCC(N)C(=O)O (centres undefined) | 122&100&108&76&107&127 | 105&100&108&116&114&108 | 108&92&103&103&94&97 | 110&102&99&104&106&92
33 | CC(=O)Nc1ncc([N+](=O)[O-])s1 | 104&97&109 | 106&117&96 | 94&103&99 | 95&99&104
35 | Nc1c2ccccc2nc2ccccc12 (tested in a mixture with another compound) | 43 | 16 | 4.9* | -19*
39 | CC(C)(CO)C(O)C(=O)NCCCO (centres undefined) | 118&113&98 | 115&111&103 | 98&93&105 | 110&97&101
30 | CCCC[C@@H](CC)COC(=O)c1ccccc1O | . | 105 | 89 | 82
40 | C[C@@H](N)c1ccc(C(=O)Nc2ccnc3[nH]ccc23)cc1 | . | 50 | 46 | 49
34 | COc1ccc(-c2cnc3c(-c4cccc5ncccc45)cnn3c2)cc1 | 25 | -1.9* | 72 | 57
32 | O=C(NC[C@H](O)CO)c1ccncc1Nc1ccc(I)cc1F | . | 30 | 25 | 103
45 | COC(=O)C(C)(C)C1Oc2ccc(F)cc2C(=O)/C1=C\NS(=O)(=O)c1ccc(C)cc1 (centres undefined) | 107 | 104 | 93 | 102

# | T-47D | BT-549 | MCF7 | MALME-3M
42 | 102 | 101 | 110 | 165
44 | 109&110&95&99&97&94 | 112&122&88&101&104&101 | 100&111&104&91&100&90 | 117&113&97&112&107&105
33 | 105&106&116 | 96&115&109 | 85&91&111 | 122&99&117
35 | 29 | 57 | . | 27
39 | 105&120&94 | 112&120&124 | 112&109&92 | 132&115&96
30 | 88 | 88 | 95 | 113
40 | 62 | 14 | 43 | 75
34 | 46 | 37 | 72 | 15
32 | 48 | 88 | 49 | -7.3*
45 | 86 | 91 | 100 | 95

# | compound | HS 578T | MDA-MB-231 | LOX IMVI | MDA-MB-468
37 | Cn1c(=O)n(-c2ccc(C(C)(C)C#N)cc2)c2c3cc(-c4cnc5ccccc5c4)ccc3ncc21 | . | 20&19 | 2.9* | -48*
43 | O=C(Nc1ccc(Cl)c(C(F)(F)F)c1)Nc1ccc2nc(NS(=O)(=O)c3ccc4ccccc4c3)sc2c1 | 80 | 82 | . | 130
41 | O=C(Nc1ccc(Oc2ccc(Cl)c(F)c2)cc1)c1ccc2nc(NC(=O)c3ccc(NCCc4ccccc4)c([N+](=O)[O-])c3)sc2c1 | 88 | 71 | 109 | 89

# | T-47D | BT-549 | MCF7 | MALME-3M
37 | -4.1* | -15* | -3.9* | -15*
43 | . | 96 | 83 | 80
41 | 69 | 91 | 80 | 103

A portion of the library, so the mix of outcomes need not match the whole.
